Source: PubChem (several laboratories)
TCR-CD3 inh = inhibitors of human TCR-CD3 interaction; TAMRA-labeled TCR probe fluorescence, biochemical; inhibition, % at 9.4 µM; 360,000 tested, 0.37% active; in the data active means inhibition above about 19%;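 further: recombinant mutant TCR 2C K166C tagged with TAMRA read by polarization; 0% = receptor in buffer alone and 100% = receptor with positive control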
PRMT1 FP inh = PRMT1 (human) inhibition, primary screen | inhibition, % at 2.79 µM | Q99873 | recombinant PRMT1, activity-based probe fluorescence polarization | 370,000 tested, 1.3% active;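 active means inhibition above about 21% made by adding two undisclosed values, limit read from the data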
Target sequence (Q99873 whole entry, looked up): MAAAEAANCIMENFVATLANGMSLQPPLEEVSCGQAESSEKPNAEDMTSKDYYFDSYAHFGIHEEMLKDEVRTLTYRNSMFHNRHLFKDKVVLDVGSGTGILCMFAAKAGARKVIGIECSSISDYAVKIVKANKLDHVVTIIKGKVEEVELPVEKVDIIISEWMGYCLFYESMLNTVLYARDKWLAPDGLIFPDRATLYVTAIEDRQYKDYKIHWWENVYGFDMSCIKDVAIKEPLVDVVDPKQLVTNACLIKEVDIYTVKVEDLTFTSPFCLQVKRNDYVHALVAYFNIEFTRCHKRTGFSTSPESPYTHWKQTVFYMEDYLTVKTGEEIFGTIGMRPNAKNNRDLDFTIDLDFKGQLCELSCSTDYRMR
MBD2 DNA inh = blocks human MBD2 binding to methylated DNA | TR-FRET, MBD2 binding to methylated oligonucleotide | inhibition, % at 4.4 µM | 370,000 tested, 0.31% active | Q9UBB5; in the data active means inhibition above about 13%
Target sequence (Q9UBB5 whole entry, looked up): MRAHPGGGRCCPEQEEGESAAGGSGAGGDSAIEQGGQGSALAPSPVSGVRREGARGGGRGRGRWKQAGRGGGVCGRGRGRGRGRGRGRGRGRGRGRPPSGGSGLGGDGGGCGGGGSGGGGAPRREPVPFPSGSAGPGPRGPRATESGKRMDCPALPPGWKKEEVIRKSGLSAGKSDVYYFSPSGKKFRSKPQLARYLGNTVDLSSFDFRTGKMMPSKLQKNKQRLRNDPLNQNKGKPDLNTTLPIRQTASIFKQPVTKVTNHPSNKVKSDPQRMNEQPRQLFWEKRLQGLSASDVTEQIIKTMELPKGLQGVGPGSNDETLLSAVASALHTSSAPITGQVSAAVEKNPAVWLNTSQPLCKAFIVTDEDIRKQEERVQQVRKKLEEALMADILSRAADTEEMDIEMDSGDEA
Rev-erbA mod = Rev-erb alpha (human) modulation; Rev-erbα–FITC-DNA binding, fluorescence polarization, 90 min; activity, % at 10 µM; 370,000 tested, 0.79% active; AID 1259318;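 active means activity above about 14%, limit read from the data; passing the limit was not always enough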;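 further: 0% = DMSO wells with 35 nM protein and 100% = DMSO wells with 750 nM protein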
UHRF1 binding = human UHRF1 methylated DNA binding inhibitors. Q96T88. UHRF1 binding to methylated oligo, TR-FRET. inhibition, % at 4.4 µM. 370,000 tested, 0.75% active. AID 687016; in the data active means inhibition above about 21%;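 further: UHRF1 SRA domain binding a hemimethylated CpG hairpin DNA probe; 0% = median of test compound wells and 100% = reference inhibitor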
rCAG RNA binder = binds r(CAG) RNA repeats; 370,000 tested, 1.3% active; AID 651821; inhibition, % at 3 µM; r(CAG) RNA repeat, TO-PRO-1 dye displacement fluorescence;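 active means inhibition above the plate cutoff, the mean of all test compounds on that plate plus 3 SD, cut at about 35% in these data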;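 further: 0% = DMSO alone and 100% = 100 µM mitoxantrone as full dye displacement; higher means more dye released from RNA so lower well fluorescence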
HTRA1 inhibitor = HTRA1 (human) protease inhibition. recombinant HTRA1, FP-rhodamine activity-based probe, fluorescence polarization. inhibition, % at 5.96 µM. 340,000 tested, 0.5% active. AID 504803; in the data active means inhibition above about 36%;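 further: 0% = enzyme with DMSO and 100% = wells lacking enzyme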
mABHD4 FP = ABHD4 (mouse) inhibition, primary FP screen. purified mABHD4, FP-Rh probe fluorescence polarization. 370,000 tested, 0.54% active. inhibition, % at 8.92 µM. AID 720543;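 active means inhibition exceeding the mean over every tested compound plus 3 SD, cut at about 30% in these data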;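 further: 0% = plate median of compound wells and 100% = S159A mutant with DMSO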
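system = mouse ABHD4 enzyme, wild type | medium = HEPES pH 7.0, NaCl, Pluronic buffer | also added = FP-Rh probe | incubation = Enzyme–compound pre-incubation 45 min, then probe 60 min, both 25 °C | technique = fluorescence polarization, excitation 525 nm, emission 598 nm, BODIPY TMR filters | controls = S159A mutant high control, sample median low control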
PG9 Ab binder = PG9 antibody binding by small molecule; TR-FRET gp120-PG9 antibody binding; inhibition, % at 6.7 µM; 360,000 tested, 0.43% active; in the data active means inhibition above about 8.5%
LEDGF integ inh = blocks HIV-1 LEDGF/p75-dependent DNA integration. TR-FRET IN-LEDGF/p75 DNA integration, Eu/Cy5. 370,000 tested, 0.64% active. inhibition, % at 3.7 µM. AID 743269;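 active means inhibition above the screen-wide mean plus 3 SD, cut at about 13% in these data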;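 further: signal is the Cy5 over europium emission ratio at 671 and 618 nm; 0% = plate median of compound wells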
The depositor's hits bear a star; / = not tested or not shown; & = joins results of further samples. Not all compounds are listed; rates above refer to the full screens.

SMILES | TCR-CD3 inh | PRMT1 FP inh | MBD2 DNA inh | Rev-erbA mod | UHRF1 binding | rCAG RNA binder | HTRA1 inhibitor | mABHD4 FP | PG9 Ab binder | LEDGF integ inh
CCOc1ccc(Cl)cc1CNCCCSc1ncccn1 | 1 | -1 | -3 | -4 | -1 | -3 | 4 | -1 | -2.9 | -1
CCN1C(=O)C(=O)N(CC(=O)N(C)CC(=O)Nc2ccccc2C(F)(F)F)C1=O | -3 | 0 | -3 | -1 | -2 | -1 | -2 | 3 | 0.6 | 0
COCCNC(=O)Cn1nc(Cc2ccncc2)c2ccccc2c1=O | -4 | -3 | 1 | 1 | -1 | -3 | 8 | -3 | -0.7 | 0
O=C(O)CSc1nnc2n(-c3ccccc3)c(=O)c3ccccc3n12 | -6 | 2 | -2 | 1 | 0 | 0 | 3 | 0 | 0.8 | 2
O=C(COC(=O)/C=C/c1ccco1)Nc1ncc(Cl)cc1Cl | 1 | 15 | -4 | -3 | 8 | 7 | -5 | 8 | -1.4 | 5
COc1cccc(C2C(C(=O)Nc3ccc(C)cc3C)=C(C)Nc3ncnn32)c1OC (stereo unspecified) | 1 | -1 | 0 | -4 | 4 | 0 | 7 | 0 | 1.0 | -2
O=C(CNC(=S)N(Cc1ccccc1)Cc1ccccc1F)NCCc1ccccc1 | 7 | 1 | -11 | 6 | -1 | 2 | -39 | 15 | 2.1 | 1
CCOc1ccc(Cn2nnc(-c3ccc(S(C)(=O)=O)cc3)n2)cc1OCC | 5 | -2 | -3 | -3 | -3 | 0 | 1 | 2 | 0.8 | -2
CCn1ncc(N2CCOCC2)c(Cl)c1=O | -3 | -3 | 1 | 1 | -3 | -4 | -2 | -4 | -1.3 | 6
COC(=O)c1c(NC(=O)COC(=O)CC(NC(C)=O)c2ccccc2)sc(C)c1C (stereo unspecified) | 1 | 3 | 2 | 6 | -2 | -2 | -3 | -6 | 0.3 | 1

Random excerpt: 3 records from the list, in no set order.
SMILES | TCR-CD3 inh | PRMT1 FP inh | MBD2 DNA inh | Rev-erbA mod | UHRF1 binding | rCAG RNA binder | HTRA1 inhibitor | mABHD4 FP | PG9 Ab binder | LEDGF integ inh
CCOc1ccc(Cn2nnc(-c3ccc(S(C)(=O)=O)cc3)n2)cc1OCC | 5 | -2 | -3 | -3 | -3 | 0 | 1 | 2 | 0.8 | -2
CCN1C(=O)C(=O)N(CC(=O)N(C)CC(=O)Nc2ccccc2C(F)(F)F)C1=O | -3 | 0 | -3 | -1 | -2 | -1 | -2 | 3 | 0.6 | 0
COc1cccc(C2C(C(=O)Nc3ccc(C)cc3C)=C(C)Nc3ncnn32)c1OC (stereo unspecified) | 1 | -1 | 0 | -4 | 4 | 0 | 7 | 0 | 1.0 | -2

The results go on.
SMILES | TCR-CD3 inh | PRMT1 FP inh | MBD2 DNA inh | Rev-erbA mod | UHRF1 binding | rCAG RNA binder | HTRA1 inhibitor | mABHD4 FP | PG9 Ab binder | LEDGF integ inh
COc1ccc(/C=N/NC(=O)CC(=O)NCc2cccnc2)cc1[N+](=O)[O-] | 3 | -1 | 0 | -3 | -2 | 1 | 8 | 1 | -3.1 | -2
CNc1nc(NC)nc(NNC(=O)c2ccccc2)n1 | -3 | 0 | 4 | -5 | 3 | 2 | 2 | 3 | 0.8 | 2
CCc1nnc(NC(=O)C2=CCN(S(=O)(=O)c3ccc(F)cc3)CC2)s1 | -2 | -1 | -1 | 0 | -1 | -2 | 4 | 8 | -0.7 | 2
CC(C)CC(NC(N)=O)C(=O)OCC(=O)Nc1ccc(OC(F)F)cc1 (stereo unspecified) | -1 | -2 | -1 | -6 | 10 | -3 | -4 | -3 | 2.2 | 5
Cc1[nH][nH]c(=O)c1C=NCc1cccc(C(F)(F)F)c1 | 3 | -2 | 5 | -1 | -1 | -1 | 11 | 5 | -1.6 | 1
CC(=O)Nc1ccc(S(=O)(=O)NC(C(=O)O)C2=CCC=CC2)cc1 (stereo unspecified) | -2 | 1 | 9 | -6 | -3 | 0 | -7 | 2 | -0.6 | 2
Cc1ccc(C(O)(c2ccccc2)c2ccccc2C(C)N(C)C)c(C)c1 (stereo unspecified) | -8 | -1 | 2 | -3 | 2 | -3 | 2 | 7 | -0.4 | -2
CN(Cc1ccccc1F)C(=O)c1ccc(NC(=O)CC2SC(N3CCCCC3)=NC2=O)cc1 (stereo unspecified) | 0 | 7 | 6 | 5 | 3 | 4 | -5 | 1 | -1.1 | -1
COC(=O)CN(c1cc([N+](=O)[O-])ccc1OC)S(C)(=O)=O | -1 | 2 | 1 | 0 | 0 | -2 | 3 | 5 | -1.8 | -3
O=C1NC(=S)S/C1=C\c1cccc([N+](=O)[O-])c1 | -6 | 5 | -3 | 0 | 20 | 6 | -1 | -5 | -2.9 | -2
CC(c1ccc(F)cc1)n1c(-c2cccs2)n[nH]c1=S (stereo unspecified) | 9 | -1 | 6 | 1 | -1 | 3 | -3 | 8 | -0.1 | 0
O/N=C/c1ccc2cccc(O)c2n1 | -6 | 0 | -5 | -3 | -4 | 6 | 1 | 4 | 0.0 | -3
CCn1c(SCC(=O)Nc2sccc2C(N)=O)nnc1C1CC1 | 0 | -1 | -5 | 0 | -1 | 5 | 0 | 0 | -2.5 | -2
CCOC(=O)CN1C(=O)[C@]2(OCCC=C[C@H]2C)c2ccccc21 | 1 | 1 | 4 | -4 | -1 | 0 | / | 7 | 0.1 | 1
COc1cccc(-c2cc(C(=O)Nc3cccnc3)c3ccccc3n2)c1 | -1 | 1 | 3 | -4 | 1 | 0 | -21 | -3 | -3.7 | -1
CNC(=O)NC(=O)C(C)OC(=O)CCCc1nc2ccccc2s1 (stereo unspecified) | -6 | 2 | 3 | 0 | 1 | -3 | 5 | 0 | -0.6 | -1
Cc1ccccc1NC(=O)CSC1=C(C#N)C(c2ccsc2)CC(=O)N1 (stereo unspecified) | 9 | 1 | 0 | 9 | 0 | 0 | -1 | -3 | 1.0 | 4
COc1ccc(Nc2ccc(N3C(=O)CCCC3=O)cc2[N+](=O)[O-])cc1OC | 0 | 1 | -13 | -3 | -17 | 2 | 6 | -2 | -4.6 | -2
CN(C(=O)c1ccc(C#N)cc1)c1nnc(-c2cnccn2)s1 | -5 | 3 | 3 | -3 | 2 | -5 | -1 | 3 | 0.4 | -2
COc1cc(NS(=O)(=O)c2ccc(Br)cc2)c(OC)cc1NC(=O)c1ccco1 | 2 | 10 | 2 | -2 | 2 | 10 | -7 | -2 | -0.6 | -1
CCOc1ccccc1NC(=O)NCCN1CCCCC1 | 12 | -1 | -5 | -5 | 0 | -1 | 4 | -1 | -0.7 | 1
CSc1nnc(C)c(=O)n1COC(=O)COc1ccccc1F | -7 | 6 | 6 | 0 | 0 | -2 | 1 | -3 | 1.1 | -4
Cc1ccc(CN2CCN(/N=C/c3cc(Br)cc(Br)c3O)CC2)cc1 | 5 | 3 | -3 | 1 | 1 | 13 | 3 | 13 | -1.2 | 3
O=S(=O)(c1ccc(F)c(F)c1F)N1CCN(C(=S)NCc2ccccc2)CC1 | 4 | 0 | -5 | -4 | 4 | 3 | -16 | -7 | -0.8 | -2
CN(C)C(=O)CN1CCN(c2nc3nonc3nc2N2CCCCC2)CC1 | 8 | 1 | -1 | -3 | -1 | -3 | 8 | 28 | -1.1 | 3
COc1ccc(-c2cc(C(=O)N3CCN(c4ccccc4)CC3)c3ccccc3n2)cc1OC | -5 | 2 | -4 | -4 | -1 | 2 | -24 | -7 | 2.6 | 2
Cc1cc2oc(=O)cc(-c3ccccc3)c2c(C)c1-c1ccc(C#N)cc1 | 6 | 6 | 6 | 6 | 0 | 4 | -22 | -6 | -1.8 | 4
CCC(C)NC(=O)C1c2cc(OC)c(OC)cc2C(=O)N(C)C1c1ccc(OC)cc1 (stereo unspecified) | 9 | -1 | -7 | -3 | -2 | -4 | 2 | -6 | 1.2 | -3
c1ccc2c(c1)nc(N1CCOCC1)c1nncn12 | 3 | -1 | -5 | -2 | -1 | -1 | 6 | -3 | 0.6 | 0
O=S1(=O)N=C2CCCN2C(c2ccc(F)cc2)N1 (stereo unspecified) | -1 | 3 | 8 | 1 | 4 | -1 | 8 | -5 | 3.3 | 0
Cc1ccc(CSCC(=O)Nc2cc(S(=O)(=O)N3CCOCC3)ccc2OC(C)C)cc1 | -2 | 2 | -3 | 5 | -2 | -4 | -19 | -8 | -1.3 | 2
CCOC(=O)C1=C(C)NC(=S)NC1c1cccs1 (stereo unspecified) | 1 | 0 | -1 | 4 | 9 | 1 | -16 | -1 | -0.7 | 3
CC(=O)Nc1cccc(-c2ccnc3c2CC(C)(C(=O)Nc2ccc(F)c(Cl)c2)O3)c1 (stereo unspecified) | -2 | -1 | -6 | 14 | 0 | 2 | / | -18 | -0.7 | -1
CCOC(=O)/C=C1\CC(=O)Nc2cc(C)c(C)cc2N1 | -2 | 1 | 0 | -4 | 0 | 0 | -6 | -2 | 4.6 | -2
COC(=O)CN(c1ccccc1[N+](=O)[O-])S(=O)(=O)c1ccccc1 | 2 | -3 | 1 | -1 | -2 | -2 | 0 | 1 | -0.1 | -1
COc1ccc(CCNC(=O)C(=O)NCC2OCCN2S(=O)(=O)c2cccs2)cc1 (stereo unspecified) | 1 | -1 | 3 | -2 | -1 | 3 | 10 | -4 | 0.3 | 0
Clc1ccc(-c2noc(CCCc3ccccc3)n2)cc1 | 1 | 2 | 2 | 0 | 1 | 1 | 0 | 2 | -0.5 | 3
CCC1CCCCN1C(=O)c1ccc(OC)c(OC2CCN(C(C)C)CC2)c1 (stereo unspecified) | -4 | 3 | 1 | -2 | -1 | -6 | 2 | -8 | 1.3 | -1
COCCNC(=O)C1(C)CCN(C(=O)c2ccc(F)c(C)c2)C1 (stereo unspecified) | 8 | -1 | 1 | 5 | -1 | -1 | / | 4 | -0.4 | 2
CCn1c(SCC(=O)Nc2nncs2)nnc1-c1ccco1 | -7 | 1 | 2 | 0 | 0 | 3 | -9 | 6 | -2.3 | -7
CCN(CC)CCN(C(=O)c1ccc(Br)s1)c1nc2cc3c(cc2s1)OCCO3 | -3 | 6 | -3 | 2 | 11 | -3 | 14 | 2 | 0.3 | -4
CCn1c(SCC(=O)c2ccccc2)nc2sc3c(c2c1=O)CCN(C)C3 | -2 | 55* | -1 | 5 | 2 | 7 | -14 | 6 | -0.2 | -1
Oc1c(CN2CCCCC2)cc(COCc2ccccc2)c2cccnc12 | -6 | -4 | -3 | / | -8 | -4 | 65* | 14 | -0.3 | -5
Oc1ccc(Cl)cc1Cc1cc(Cl)ccc1O | 3 | 3 | 6 | -4&-3 | 2 | 17 | -4 | -48 | -0.1 | 4
COc1ccc(CCNC(=O)CN(c2ccccc2OC)S(C)(=O)=O)cc1 | 1 | -2 | 2 | -2 | -2 | -5 | 4 | -1 | 0.7 | -1
COc1ccccc1C(=O)NC(CCSC)C(=O)OCC(=O)N1CCCC1=O (stereo unspecified) | -4 | 3 | 2 | 4 | -1 | -1 | 3 | 3 | -1.4 | -6
O=C(NCc1ccncc1)c1nnc(Cc2c(F)cccc2Cl)o1 | 8 | 2 | 0 | -4 | 0 | -1 | -2 | 0 | 1.1 | 3
Cc1ccccc1NC(=O)c1c([N+](=O)[O-])cnn1C | 2 | 2 | 1 | 3 | 4 | -2 | 9 | -1 | 1.8 | -4
